MmCpn inh – blocks the Methanococcus maripaludis chaperonin Mm-Cpn; purified Mm-Cpn ATPase, ADP Transcreener TR-FRET; hit rate 0.031% among 330,000; Potency, µM (top dose mostly 76.9 µM), for the others: top-dose activity, negative = inhibition, hits mostly inhibitors; also: potency is read from the fitted curve at half-maximal effect; % is scaled to controls: 0 for no effect and ±100 for the full control effect; nearly all actives have a fitted effect of over 80% in size
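Quantitative HTS used 25 nM Mm-CPN and 10 uM ATP in magnesium/KCl Tris buffer, pH 7.4, with 1 mM DTT. Hydrolysis ran 30 min at 37°C; ADP was read by HTRF.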
D3 ag – activates the human D3 dopamine receptor; AID 652048; D3R DiscoveRx beta-arrestin cells, luminescence, 90 min; P35462; hit rate 0.58% among 410,000; max activation, %; in the data active = max activation above about 30%; also: 0% is about no effect; mostly tested at two doses, the higher about 12 µM
Target sequence (P35462 whole entry, looked up): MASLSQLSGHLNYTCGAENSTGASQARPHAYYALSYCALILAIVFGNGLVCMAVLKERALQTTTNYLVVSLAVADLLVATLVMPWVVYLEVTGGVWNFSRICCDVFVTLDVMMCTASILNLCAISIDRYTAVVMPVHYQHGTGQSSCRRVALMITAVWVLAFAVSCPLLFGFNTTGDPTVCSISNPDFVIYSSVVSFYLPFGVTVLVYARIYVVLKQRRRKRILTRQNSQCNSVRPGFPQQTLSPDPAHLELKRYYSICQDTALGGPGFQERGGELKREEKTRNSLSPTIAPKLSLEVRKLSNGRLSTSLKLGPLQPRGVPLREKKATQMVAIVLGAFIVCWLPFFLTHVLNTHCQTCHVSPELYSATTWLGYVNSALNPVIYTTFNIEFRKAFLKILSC
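Agonist-mode cell screen: cells plated at 1500/well and incubated overnight at 37 °C, then exposed to library compounds for 90 min at 37 °C. Detection reagent was added for 30–60 min at room temperature, and luminescence was read.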
EPAC2 antagonist – blocks human EPAC2 exchange factor | hit rate 0.18% among 360,000 | Q8WZA2 | EPAC2 GEF exchange of Rap1B-BODIPY-GDP, fluorescence | AID 720708 | Potency, µM (series often up to 114 µM), without a hit: at the highest dose activity, negative = inhibition, usual class: inhibitors; also: potency is read from the fitted curve at half-maximal effect; % is scaled to controls: 0 for no effect and ±100 for the full control effect; nearly all actives have a fitted effect of over 45% in size; many of its hits are not listed in these tables
CCT modulator – changes cytosolic chaperonin activity. purified chaperonin ATPase assay, HTRF ADP detection, 30 min. activity change, % (test concentration not listed), hits read low. hit rate 0.3% among 360,000. AID 651819; in the data active = activity change below about -30%; also: % is scaled to controls: 0 for no effect and ±100 for the full control effect
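We incubate TRiC, 40 or 20 nM final, with library compounds at 76 uM and 10 uM ATP for 30 min at 37 °C. ADP formed is detected with Transcreener HTRF reagents after 30 min at room temperature.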
EPAC2 ag – agonists of human EPAC2 (RAPGEF4); Q8WZA2; EPAC2 activation, biochemical qHTS; response scale: 100% = 6.5 mM cAMP response; Potency, µM (top dose mostly 154 µM), without a hit: top-dose activation, most hits filed as activators; hit rate 0.079% among 360,000; also: potency is read from the fitted curve at half-maximal effect; nearly all actives have a fitted effect of over 50% in size
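Setup: EPAC2 100 nM, labeled Rap1B complex 250 nM, free GDP 50 uM. Compound titrations pinned in, brief spin, 5 min room temperature incubation. Kinetic fluorescence read over 30 min, normalized to 6.5 mM cAMP.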
pAkt inh – Akt phosphorylation inhibition | AID 651550 | hit rate 0.32% among 360,000 | activity change, % for hits at 50 µM | Neuro2A IGF-stimulated pAkt S473 HTRF, 20 min; hits give low values; in the data active = activity change below about -80%; inconclusive = mostly about -51% to -80%; also: % is scaled to controls: 0 for no effect and ±100 for the full control effect
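Single-point screen (50 µM final compound) in Neuro2A cells stimulated 20 min with 6 nM IGF at 37 deg C. After lysis, Ser473-phosphorylated Akt read by HTRF (ex 330 nm, em 615/665 nm) as the 665/615 ratio.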
D3 antag – D3 dopamine receptor (human) antagonism. hit rate 2.5% among 360,000. D3R cells, DiscoveRx beta-arrestin luminescence, antagonist mode; hits give low values. AID 652054. max response, negative = inhibition, %; in the data active = max response below about -50%; inconclusive = no clear call, values can overlap the other calls; also: % is scaled to controls: 0 for no effect and ±100 for the full control effect; mostly tested at two doses, the higher about 12 µM
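Cells expressing the human receptor were seeded at 1500 cells/well, incubated overnight at 37 degrees C in 5% CO2, then exposed to library compounds with dopamine controls for 90 minutes at 37 degrees C before luminescent detection.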
PTHR1 agonist – activates the human parathyroid hormone receptor PTHR1. hit rate 0.075% among 410,000. Potency, µM (series often up to 115 µM), without a hit: at the top dose activation, usual class: activators. Q03431. AID 743266. HEK293 GP2 PTHR1 cells, GloSensor cAMP luminescence, 1 h; also: potency is read from the fitted curve at half-maximal effect; nearly all actives have a fitted effect of over 55% in size; some results filed as inactive show a strong effect at the top dose; inactives centre near -15; many of its hits are not listed in these tables
Target sequence (Q03431 whole entry, looked up): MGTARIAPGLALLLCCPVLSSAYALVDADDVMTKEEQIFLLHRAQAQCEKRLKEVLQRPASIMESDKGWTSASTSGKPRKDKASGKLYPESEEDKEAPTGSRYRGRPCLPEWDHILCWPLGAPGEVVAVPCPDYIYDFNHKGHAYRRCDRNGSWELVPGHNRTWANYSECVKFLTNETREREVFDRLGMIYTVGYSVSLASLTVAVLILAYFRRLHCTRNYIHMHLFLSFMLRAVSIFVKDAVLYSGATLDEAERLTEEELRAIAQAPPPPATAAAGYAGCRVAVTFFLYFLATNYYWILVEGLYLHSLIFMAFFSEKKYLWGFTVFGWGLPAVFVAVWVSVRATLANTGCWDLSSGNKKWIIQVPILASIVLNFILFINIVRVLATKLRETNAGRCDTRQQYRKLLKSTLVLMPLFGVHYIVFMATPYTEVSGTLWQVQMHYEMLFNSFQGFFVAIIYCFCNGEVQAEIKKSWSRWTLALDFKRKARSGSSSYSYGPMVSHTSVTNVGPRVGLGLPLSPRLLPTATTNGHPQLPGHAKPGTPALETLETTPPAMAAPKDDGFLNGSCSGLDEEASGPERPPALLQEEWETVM
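HEK-293-derived GP2 cells expressing PTHR1 and a GloSensor cAMP reporter, 3,000/well, plated overnight, given luciferin plus IBMX (each 0.5 mM as added) for 1 h at 37 °C, then compound for 1 h at 37 °C. Luminescence was read after 15 min at room temperature.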
* hit, by the source's call; i = inactive; ? = inconclusive; . = no result given; [ ] = dose if it differs, or a comment. Unless noted, calls follow the shape of the dose curve; as a rule, active = well fitted curve in the direction sought with a large enough effect; inconclusive = small, poorly fitted or top-dose-only effect, or another doubt; inactive = no such curve, though single readings can be large; an effect the other way counts as inactive or inconclusive. These rows are one share of the data (hit frequency here may not be typical).

Compound | PTHR1 agonist | D3 antag | pAkt inh | MmCpn inh | EPAC2 antagonist | CCT modulator | D3 ag | EPAC2 ag
CC(C)Nc1nc(Oc2cccc(Cl)c2Cl)cc(C(F)(F)F)n1 | -33%[inhibitor] | 10 | i | 0% | 2% | -4.9 | -1 | -14%
CCC(CO)Nc1ccn2nc(-c3cc(OC)c(OC)c(OC)c3)cc2n1 (configuration not stated) | i | 13 | i | . | 3% | -0.8 | 2 | 11%
CC1(C(=O)Nc2ccc3c(c2)OCCO3)CCN1C(=O)c1ccccc1CCc1ccccc1 (configuration not stated) | -11% | 72 | i | . | 17% | -0.1 | 26 | 16%
Cc1ccc(-c2cn3cccnc3n2)cc1NC(=O)c1c(-c2ccccc2Cl)noc1C | 0% | -6 | i | -5% | -6% | -3.5 | -2 | -4%
COc1ccc(CNC(=O)C2CCN(S(=O)(=O)N3CCCCC3)CC2)c(OC)c1 | i | 7 | i | 0% | -3% | -0.1 | 3 | 4%
CC12CCC(C)(O1)C1C(=O)N(c3nccs3)C(=O)C12 (configuration not stated) | -8% | 23 | i | . | 10% | 1.3 | 4 | 2%
Cc1ccc(C)c(NC(=S)NNC(=O)c2csc(C)c2)c1 | -15% | -16 | i | 3% | 3% | -1.7 | -5 | -5%
COc1cc(C)nc(NC(=S)N(C)C(=O)c2ccccc2)n1 | i | 3 | i | 0% | -1% | -0.2 | 6 | 4%
Cn1cccc1-c1cc(C(=O)N/N=C/c2cccc(O)c2)[nH]n1 | i | -5 | i | 0% | -7% | 0.4 | -9 | -2%
S=C(Nc1ccc(Nc2ccccc2)cc1)Nc1ccccn1 | -31%[inhibitor] | -67* | i | -2% | -5% | 0.7 | -16 | 16%
CCONC(=O)Nc1ccccc1[N+](=O)[O-] | -3% | -24 | i | -2% | -1% | -1.6 | -6 | -8%
CCN(c1cc(C)cc(C)c1)S(=O)(=O)c1nnc(NC(=O)C(C)C)s1 | i | 2 | i | -1% | 6% | -1.2 | -16 | 2%
S=C(c1ccc(-c2ccccc2Cl)o1)N1CCCCC1 | -24% | 1 | i | -1% | -1% | 0.4 | -6 | 11%
O=C(Nc1cccc2nsnc12)c1cccnc1 | i | ? | i | -1% | 4% | -0.4 | -2 | -2%
CC1(C)Cc2c(ccc3ccccc23)C(NNC(=O)c2cccnc2)=N1 | i | ? | i | -2% | -4% | 1.0 | -5 | -7%
CCCc1cc(=O)[nH]c(SCC(=O)N(C)C2CCS(=O)(=O)C2)n1 (configuration not stated) | -24%[57.5 µM] | 20 | i | -1% | 0% | 2.4 | 3 | -1%
CCOc1ccc(C(=O)CCC(=O)NNC(=O)c2ccncc2)cc1 | i | -2 | i | 2% | -1% | -2.3 | 3 | -2%
COc1cccc(Nc2nnc(SCC(=O)N(CC(C)C)CC(C)C)s2)c1 | -17% | 1 | i | 1% | -24% | -3.8 | 3 | 12%
Cc1ccc(Nc2nc(N3CCOCC3)nc(N3CCOCC3)n2)cc1 | -17%[57.5 µM] | 9 | i | -1% | -2% | -0.5 | -2 | 3%
CC(=O)c1cccc(NC(=O)COC(=O)C2CCCN2C(=O)c2cccs2)c1 (configuration not stated) | -20% | 3 | i | 2% | -4% | -1.6 | 0 | 10%
CCOc1ccc(S(=O)(=O)n2cc(-c3ccc(F)cc3)c(N)n2)cc1 | i | -6 | . | 0% | -14% | -1.2 | 1 | 24%
CC(C)CC(=O)Nc1c2c(nn1-c1ccc(F)cc1)CS(=O)C2 (configuration not stated) | -15% | -3 | i | -2% | -4% | -0.8 | 4 | 0%
O=C(c1ccc2c(c1)OCO2)N1CCN(CCN2C(=O)c3cccc4cccc(c34)C2=O)CC1 | i | 5 | i | . | -4% | 0.4 | 0 | 6%
C=CCOC(=O)Nc1nc(CCNC(=O)OC(C)(C)C)c(C(=O)O)s1 | 7% | 15 | i | . | -2% | . | -1 | 11%
O=S(=O)(CCc1nc2ccccc2o1)c1ccc(Cl)cc1 | i | -11 | i | 0% | 16% | -0.1 | 0 | -1%
COc1cc(C2C3=C(CC(C)(C)CC3=O)OC3=C2C(=O)CC(C)(C)C3)cc([N+](=O)[O-])c1O | i | -25 | i | -6% | 26% | 1.5 | -2 | 0%
Cc1[nH]c(C)c2c(=O)n(-c3ccccc3)ncc12 | i | 9 | i | -1% | 10% | -0.9 | 2 | 6%
CCCCn1c(N)c(N(CC(C)C)C(=O)c2ccc(OC)c(S(=O)(=O)N3CCOCC3)c2)c(=O)[nH]c1=O | i | -6 | i | . | 8% | -0.7 | 1 | 9%
Cc1cc(NC(=O)CSc2nc(N)c(NC(=O)c3ccccc3F)c(=O)[nH]2)no1 | i | 13 | i | 1% | 18% | 0.3 | 1 | -5%
Oc1cccc(/C=N/Nc2ccc(Cl)nn2)c1 | i | 3 | i | -2% | 6% | -0.1 | 7 | 1%
CCOC(=O)c1c(NC(=O)CSc2nnc(CNc3ccc(F)cc3)o2)sc(C(C)=O)c1C | -6%[57.5 µM] | 25 | i | ? | 0% | -1.8 | 0 | -10%
O=C(Nc1cccc(S(=O)(=O)Nc2ccc(Cl)cc2)c1)c1ccc2c(c1)OCCO2 | -40% | ? | i | 2% | -18% | 0.7 | -1 | 11%
CCN(CCCNC(=O)CC(C(=O)N1CCc2ccccc21)n1ccnc1)c1ccccc1 (configuration not stated) | -25% | 11 | i | 0% | -6% | -1.0 | -7 | -2%
COCCN(C(=S)Nc1c(C)cccc1C)C(C)c1cccs1 (configuration not stated) | -16% | 1 | i | -1% | -10% | -1.3 | -5 | 10%
Cc1ccc(S(=O)(=O)N(C)/N=C2/C(=O)N(CC(=O)O)c3ccccc32)cc1 | i | 2 | i | 0% | 11% | 2.9 | 0 | 1%
O=C(O)C1CSC(c2ccc(O)c([N+](=O)[O-])c2)N1 (configuration not stated) | i | -22 | i | -3% | 5% | -1.8 | -5 | -1%
Cc1ccc(S(=O)(=O)N2CCN(C(=O)Cc3ccccc3)CC2)cc1C | i | -16 | i | -3% | -6% | -2.5 | -1 | 14%
COc1cccc(/C=N/NC(=O)c2cccc3ccccc23)c1 | i | -17 | i | -7% | 1% | -1.3 | 18 | 4%
CCCCn1c(N)c(N2CCOCC2)c(=O)n(CC(=O)NCCc2ccccc2)c1=O | -18% | 5 | i | -7% | 29% | 1.9 | -3 | 12%
Cc1c(C(=O)NCc2ccccc2C(F)(F)F)sc(=O)n1Cc1ccc(F)cc1 | i | 2 | i | . | -18% | 0.6 | -5 | -4%

Compounds from the list above that have a nitro group on carbon, in the order listed:
Compound | PTHR1 agonist | D3 antag | pAkt inh | MmCpn inh | EPAC2 antagonist | CCT modulator | D3 ag | EPAC2 ag
CCONC(=O)Nc1ccccc1[N+](=O)[O-] | -3% | -24 | i | -2% | -1% | -1.6 | -6 | -8%
COc1cc(C2C3=C(CC(C)(C)CC3=O)OC3=C2C(=O)CC(C)(C)C3)cc([N+](=O)[O-])c1O | i | -25 | i | -6% | 26% | 1.5 | -2 | 0%
O=C(O)C1CSC(c2ccc(O)c([N+](=O)[O-])c2)N1 (configuration not stated) | i | -22 | i | -3% | 5% | -1.8 | -5 | -1%

Next entries follow:
Compound | PTHR1 agonist | D3 antag | pAkt inh | MmCpn inh | EPAC2 antagonist | CCT modulator | D3 ag | EPAC2 ag
Cc1cc2c(cc1S(=O)(=O)Nc1ccc(F)cc1)n(C)c(=O)c(=O)n2C | -60%[inhibitor] | 6 | i | -4% | -14% | 0.4 | 4 | 5%
Cc1ccc2c(c1)N(C(=O)CCC(=O)N1CCCCC1)CCO2 | -6% | -14 | i | 0% | 0% | -1.4 | 10 | -6%
CC(C)CN(C(=O)CN1CCN(c2ccc(F)cc2)CC1)c1c(N)n(CC(C)C)c(=O)[nH]c1=O | i | -4 | i | -7% | -1% | 0.8 | 4 | -9%
N#Cc1ccc(CN2CCN(C(=O)CCNS(=O)(=O)c3ccc(F)c(Cl)c3)CC2)cc1 | -18% | -23 | i | 0% | 1% | -6.2 | 1 | 12%
CCC1(c2cccc(Cl)c2)NC(=O)N(Cc2cc(C(=O)OC)c(C)o2)C1=O (configuration not stated) | i | 17 | i | 2% | 2% | 0.7 | -1 | 16%
COc1ccc(Cc2nc3ccc(C(=O)N(C)CCCN4CCOCC4)cc3o2)cc1 | i | 19 | i | 2% | 6% | -3.5 | -4 | -3%
COc1ccc(-c2ccc(SCC(=O)N3CCOCC3)nn2)cc1 | -16% | ? | ? | -3% | 5% | 1.3 | 7 | 3%
CCc1cc(OCCCCNCc2ccccc2)ccc1Cl | -15% | ? | i | -1% | -6% | -0.8 | -13 | -1%

Retrieved by compound from the entries so far:
Compound | PTHR1 agonist | D3 antag | pAkt inh | MmCpn inh | EPAC2 antagonist | CCT modulator | D3 ag | EPAC2 ag
COc1ccc(-c2ccc(SCC(=O)N3CCOCC3)nn2)cc1 | -16% | ? | ? | -3% | 5% | 1.3 | 7 | 3%
Cc1cc2c(cc1S(=O)(=O)Nc1ccc(F)cc1)n(C)c(=O)c(=O)n2C | -60%[inhibitor] | 6 | i | -4% | -14% | 0.4 | 4 | 5%
N#Cc1ccc(CN2CCN(C(=O)CCNS(=O)(=O)c3ccc(F)c(Cl)c3)CC2)cc1 | -18% | -23 | i | 0% | 1% | -6.2 | 1 | 12%
Cc1ccc2c(c1)N(C(=O)CCC(=O)N1CCCCC1)CCO2 | -6% | -14 | i | 0% | 0% | -1.4 | 10 | -6%

Screening results deposited in PubChem BioAssay by National Center for Advancing Translational Sciences (NCATS).
